Screening data deposited in PubChem BioAssay by several laboratories.
PMI inhibition: human PMI inhibitors, high substrate, primary screen, biochemical, fluorescence intensity, high mannose 6-phosphate (AID 1220); recombinant PMI enzyme, coupled fluorescence intensity; higher % means a stronger effect; inhibition, % at 20 µM, or IC50 in µM where a hit was titrated; 190,000 tested, 0.66% active
M17LAP inhibition: P. falciparum M17LAP inhibitors, primary screen, biochemical, fluorogenic H-Leu-NHMec substrate, 1536-well (AID 1619); one-dose inhibition, % at 30 µM; IC50 in µM for titrated hits; recombinant M17LAP, H-Leu-NHMec fluorogenic kinetic assay; higher % means a stronger effect; 220,000 tested, 0.38% active;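 active means compound inhibiting the enzyme by more than half at any dose during confirmatory dose-response retesting; inconclusive means strong single-dose inhibitors picked by rank but not retested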;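 further: plate controls were full reaction with DMSO carrier for no effect and no enzyme background for full effect; strong numbers were not always called active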
West Nile antiviral: West Nile virus antiviral activity, cell-based, CPE readout (AID 1621); West Nile virus-infected cells, CPE inhibition; higher % means a stronger effect; one-dose CPE inhibition, % at 10 µM; IC50 in µM for titrated hits; 290,000 tested, 0.02% active; in the data active means a potency from the dose series; inconclusive means CPE inhibition mostly from about 3.7% at the one dose, without a potency; inactive means the rest, 99 in 100 with CPE inhibition below about 2.2%; further: strong numbers were not always called active
PMI inhibitors: MPI enzyme activity inhibition – biochemical, fluorescence intensity, coupled assay, primary screen (AID 1209). purified PMI enzyme, coupled fluorescence intensity; higher % means a stronger effect. one-dose inhibition, % at 20 µM; IC50 in µM for titrated hits. 190,000 tested, 0.42% active;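 further: plate controls were DMSO vehicle for no effect and wells lacking substrate for full effect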
T cell HTS: T cell immune modulation candidate; 2C CD8+ T cell-vesicle binding, flow cytometry; active compounds read low; calls only at 7 µM; 330,000 tested, 0.068% active; AID 2052;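 active means response, share of CD8 T cells binding vesicles, and their 90th percentile fluorescence all below set limits, cut at about 80% in these data, passing the limit was not always enough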
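Incubation: binding step 1.5 h, 37 °C, antibody labelling 20 min, ice; system: murine 2C transgenic CD8+ T lymphocytes; technique: cytometric PE anti-B7-1 and Alexa647 anti-CD8 signals after 1% paraformaldehyde fixation; also added: QL9-charged Drosophila Ld/ICAM-1/B7-1 vesicles; control set: naked versus QL9-loaded vesicles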
RSV antiviral HEp-2: inhibition of RSV-induced cytopathic effect – HEp-2 cells, primary 10 µM value included (AID 2391) | CPE inhibition, % at 10 µM; hits with a dose series show IC50 in µM | 310,000 tested, 0.13% active | HEp-2 cells, RSV-induced CPE inhibition; higher % means a stronger effect; in the data active means a potency from the dose series; inconclusive means CPE inhibition mostly from about 23% at the one dose, without a potency; inactive means the rest, 99 in 100 with CPE inhibition below about 21%; further: strong numbers were not always called active
TNAP activators: stimulation of alkaline phosphatase TNAP activity – biochemical, luminescent, no phosphate acceptor, uHTS, primary screen (AID 1001); purified TNAP, luminescent activation assay, no phosphate acceptor; higher activation fold means a stronger effect; activation fold at 20 µM; hits with a dose series show EC50 in µM; 200,000 tested, 0.03% active; in the data active means activation fold from about 3, or a potency from the dose series; inactive means the rest, 99 in 100 with activation fold below about 1.6; further: many of its hits are not listed in these tables
M1AAP inhibition: malaria alanyl aminopeptidase activity blockers – biochemical, fluorogenic H-Leu-NHMec substrate, 1536-well (AID 1445); 220,000 tested, 0.42% active; recombinant M1AAP, H-Leu-NHMec fluorogenic kinetic assay; higher % means a stronger effect; one-dose inhibition, % at 30 µM; IC50 in µM for titrated hits;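 active means primary inhibition above the hit cutoff, then over 50% inhibition at one or more dose response concentrations, cut at about 23% in these data, passing the limit was not always enough; inconclusive means conflicting primary data, or primary hits not chosen for dose response; inactive means low primary inhibition, or under 50% at every dose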;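 further: plate controls were DMSO full reaction for no effect and no enzyme background for full effect; strong numbers were not always called active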
K1F lysis inhibition: protection from phage-mediated lysis, alamar blue read-out – E. coli UTI89, K1F phage, bacterial capsule biogenesis inhibitors (AID 488966); E. coli UTI89 K1F phage lysis, alamar blue, 2 h; higher % means a stronger effect; inhibition, % at 100 µM, or IC50 in µM where a hit was titrated; 340,000 tested, 0.02% active;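 active means phage lysis inhibition, versus mean bacterial control, above a set limit; inconclusive means no clear call, values can overlap the other calls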;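 further: capsule biogenesis inhibitors block K1F phage lysis so surviving cells raise fluorescence; higher fluorescence means more inhibition of phage lysis; actives were called in the ten point dose series up to 300 µM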
T cell HTS vesicle-bound %: recorded beside T cell HTS, whose call it bears; double positive events, %; measured here: CD8+ vesicle-bound cell fraction;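 binding gate set so that unloaded-vesicle control wells show 10% double positive cells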
An asterisk follows results filed as active; i = inactive; ? = inconclusive; · = not tested or not shown; [ ] = dose if it differs, or a comment. Unless noted, no stated cut-off is given here; in the data, active means inhibition above about 50%; inactive means the rest.

SMILES | PMI inhibition | M17LAP inhibition | West Nile antiviral | PMI inhibitors | T cell HTS | T cell HTS vesicle-bound % | RSV antiviral HEp-2 | TNAP activators | M1AAP inhibition | K1F lysis inhibition
CC(=O)Cn1nnc2sc3c(c2c1=O)CCC(C(C)(C)C)C3 (stereo not drawn) | 0% | -2% | -1.2% | 3% | i | 41 | 13% | 1.1 | 4% | 0.8%
CC1CCN(C(=O)C2CC(c3ccc(F)cc3)=NO2)CC1 (stereo not drawn) | -7% | -3% | 0.5% | -7% | i | 18 | · | 1.1 | 1% | 4.0%
CC(=O)NC(CC(C)C)C(=O)NC(=O)NCc1ccccc1 (stereo not drawn) | 10% | -3% | 0.3% | 7% | i | 50 | 0.1% | 1.1 | 2% | 4.3%
CCCN1CCN(CCCNC(=O)C2CCCN(c3nnc(-n4cccc4)s3)C2)CC1 (stereo not drawn) | 0% | -7% | -0.3% | -3% | i | 26 | -0.8% | 1.1 | 9% | 1.1%
CCCC(=O)Nc1ccc(Sc2ccc([N+](=O)[O-])cc2)cc1 | 13% | -3% | 3.0% | 8% | i | 45 | 3.3% | 1.1 | 4% | -0.4%
COc1ccccc1-c1nnc(NC(=O)c2ccc(S(=O)(=O)N(C)CC3CCCO3)cc2)o1 (stereo not drawn) | · | · | 0.3% | · | i | 32 | 0.0% | · | · | 0.2%
Cc1c(CN2CCCC(C(=O)c3cccc(Cl)c3)C2)c(=O)n(-c2ccccc2)n1C (stereo not drawn) | 8% | 4% | -0.8% | 8% | i | 15 | -1.6% | 1.1 | 4% | -0.2%
CO/N=C/C(=N\Nc1ccc(OC)cc1)C(=O)c1ccc(F)cc1 | 11% | 4% | -0.2% | -2% | i | 25 | 4.1% | 1 | 17% | -0.6%
CCn1c(SCC(=O)Nc2ccccc2C)nnc1-c1ccccc1O | 13% | 14% | 1.0% | 15% | i | 10 | 1.7% | 1.1 | 6% | 3.2%
Cc1nc2nc[nH]n2c(=O)c1NC(=O)c1cccc(OCC(C)C)c1 | -6% | -36% | 0.3% | -3% | i | 27 | 3.9% | 1.2 | -8% | 3.5%
Cc1cc(NCCO)c2ccccc2n1 | 10% | 6% | · | 8% | i | 18 | 2.3% | 1.1 | 0% | 0.1%
COc1ccc(OC)c(NC(=O)CSc2ccc3ccccc3c2)c1 | 6% | 4% | 0.1% | 2% | i | 43 | 22% | 0.9 | 9% | 0.3%[50 µM]
CCOC(=O)c1ccc(COC(=O)c2cc3ccccc3oc2=O)o1 | 2% | -1% | 1.2% | 6% | i | 29 | 1.2% | 1 | 4% | 5.0%
O=c1c2ccccc2nc2c3ccccc3c(NCCN3CCOCC3)nn12 | -1% | 8% | ? | -2% | i | 15 | 1.0% | 1 | 12% | ·
O=C(Nc1ccccc1)C1=C[C@@H](c2ccccc2)C[C@@H](OCc2ccc(CO)cc2)O1 | 16% | -5% | -0.4% | 15% | i | 30 | 6.4% | 1 | 3% | -1.3%
Cc1nn2c(-c3ccco3)nnc2c2ccccc12 | 6% | -5% | 0.5% | 7% | i | 42 | ? | 1.1 | 3% | -0.1%
CC1CCC2(CC1)N=C(N)Nc1nc3ccccc3n12 (stereo not drawn) | 4% | 9% | -0.4% | 3% | i | 6 | 1.1% | 1.2 | 6% | 0.7%
S=C(NCCc1ccccc1)Nc1ccccc1N1CCOCC1 | 17% | -6% | -0.7% | 16% | i | 32 | 2.9% | 1.1 | -5% | 1.6%
COc1ccc(CNC(=O)c2ccc(Cn3cc(Br)cn3)o2)cc1 | · | · | 0.7% | · | i | 62 | 2.4% | · | · | 0.3%[50 µM]
Cn1c(CSc2nc3ccccc3s2)n[nH]c1=S | 9% | 11% | -0.3% | 6% | i | 32 | 2.1% | 1.1 | 6% | -0.8%
Cc1nc(N2CCCCC2)sc1C=O | 2% | 15% | 0.0% | 4% | i | 17 | 0.4% | 1.1 | 9% | ·
CCn1c2ccccc2c2c3ncc4cccn4c3ccc21 | · | 1% | -1.5% | · | i | 19 | 16% | · | 10% | -0.3%
O=C(Cc1nc(-c2ccc(Br)s2)cs1)NCCN1CCOCC1 | -12% | 17% | 0.5% | -2% | i | 40 | -0.1% | 1.1 | 15% | 0.4%
CCN1C(=O)/C(=C/c2nc3ccccc3c(=O)n2-c2ccc(C)cc2)c2ccccc21 | 2% | 1% | 0.7% | 13% | i | 43 | 5.3% | 0.8 | 7% | 4.6%
CCOC(=O)c1sc(=S)n(CC)c1NC(=O)c1ccccc1C | · | 0% | -0.4% | · | i | 45 | 0.6% | · | 3% | ·
CC(C)Oc1ccc(CCC(=O)NNC(=O)c2ccccc2C(=O)O)cc1 | · | · | -0.3% | · | i | 30 | -0.1% | · | · | 0.2%
N#Cc1cn(Cc2ccncc2)c(=O)[nH]c1=O | 3% | 1% | -0.4% | -5% | i | 43 | 3.2% | 1.1 | 2% | -0.6%
O=C(CCn1cccc1)Nc1cc(F)ccc1F | 0% | 5% | 0.0% | 4% | i | 22 | 0.6% | 1.1 | 5% | 0.0%
CCCCSc1nnc2[nH]c(=O)cc(N)n12 | -9% | -5% | 0.3% | -1% | i | 29 | 1.7% | 0.9 | -3% | 0.2%
CC(C)OC(=O)C(C#N)c1nc2ccccc2nc1N1CCN(Cc2ccccc2)CC1 (stereo not drawn) | 19% | 5% | -0.1% | 10% | i | 1 | 0.8% | 1 | -4% | 1.1%
CCN(CC)c1ccc(C(=O)OCC(=O)NC(C)(C)C)cc1 | · | 6% | -0.3% | · | i | 53 | 5.4% | · | -11% | 0.0%
CCN(CC)C(=N)N1c2ccccc2CCC1C (stereo not drawn) | 1% | -3% | -0.7% | 1% | i | 21 | 0.2% | 1 | 3% | 0.4%
O=C(OC1CCOC1=O)c1cc(-c2ccc(Cl)cc2)nc2ccccc12 (stereo not drawn) | 18% | 7% | 0.3% | 21% | i | 37 | 0.7% | 1.1 | 7% | 0.0%
Cc1cc(C)c2c(N)c(C(=O)Nc3cccc(C)c3C)sc2n1 | · | · | 0.1% | · | i | 62 | -1.4% | · | · | 0.3%
O=C(Cc1nnc(NC(=O)Nc2ccc(Cl)cc2)s1)NCc1ccccc1 | -18% | 2% | -0.8% | -21% | i | 40 | 2.0% | 1.1 | 3% | -0.1%[50 µM]
COc1cccc(NC(=O)C2C3C=CC4(O3)C2C(=O)N(CCN2CCCCC2)C4C(=O)NC2CCCCC2C)c1 (stereo not drawn) | · | · | -0.1% | · | i | 64 | -0.3% | · | · | -0.2%
CSc1nc(C)cc(OCC#N)n1 | 4% | 6% | 0.2% | -2% | i | 11 | 3.9% | 1.1 | 7% | 0.1%
Cc1cccc(C)c1-n1c(C)nn(-c2ncc(C(F)(F)F)cc2Cl)c1=O | -5% | 2% | -0.6% | 7% | i | 50 | -2.2% | 1.1 | 10% | -0.1%
COC(=O)CSc1nnc(C)n1-c1cccc(C#N)c1 | -2% | 2% | 0.1% | 0% | i | 33 | 0.3% | 1.1 | -1% | 0.2%
COc1ccc(N2CC(C(=O)Nc3ncccc3C)CC2=O)cc1 (stereo not drawn) | -7% | 7% | 0.0% | -5% | i | 47 | 2.9% | 1 | -1% | 0.1%
O=C(Nc1ccc(O)cc1)c1cc2ccccc2c(=O)s1 | 1% | 10% | -0.2% | 0% | i | 49 | -1.5% | 1 | 8% | 2.4%
Cc1cc2nc(/C(C#N)=C\c3ccc(-c4ccccc4C(=O)O)o3)[nH]c2cc1C | · | · | -0.9% | · | i | 54 | 1.0% | · | · | 0.4%
C=CCn1cc(C(=O)N2CCc3ccccc3C2)c(=O)c2cc(S(=O)(=O)N(CC)CC)ccc21 | -12% | 3% | -0.8% | -10% | i | 46 | 1.0% | 1 | 6% | 0.7%[50 µM]
S=C(NN=C1CCCCCC1)Nc1ccc(Cl)cc1 | -6% | 15% | 0.3% | -1% | i | 42 | 3.2% | 1.1 | 10% | 0.8%
CCC(C)NS(=O)(=O)c1cc2c3c(c1)CCC(=O)N3CCC2 (stereo not drawn) | · | · | 0.2% | · | i | 11 | 0.3% | · | · | 0.3%
O=C(Nc1nc(-c2ccc3c(c2)OCCO3)cs1)c1ccc(S(=O)(=O)N2CCCCC2)cc1 | 0% | 4% | -0.4% | 2% | i | 6 | 1.7% | 1.1 | 5% | 0.1%
O=C(CSc1nc2ncccc2[nH]1)c1ccc(F)cc1 | -12% | 12% | 0.0% | -13% | i | 28 | 3.6% | 0.5 | -7% | 0.0%
